# Source: PubChem
# eLon inh – inhibitors of E. coli Lon protease, primary screen, biochemical, fluorescence polarization. purified E. coli Lon protease. P0A9M0. inhibition, % at 7.94 µM. 0.42% of 360,000 active; in the data active = inhibition above about 13%, passing the limit was not always enough;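 also: 0% = enzyme with probe and DMSO and 100% = no enzyme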
# Target sequence (P0A9M0 whole entry, looked up): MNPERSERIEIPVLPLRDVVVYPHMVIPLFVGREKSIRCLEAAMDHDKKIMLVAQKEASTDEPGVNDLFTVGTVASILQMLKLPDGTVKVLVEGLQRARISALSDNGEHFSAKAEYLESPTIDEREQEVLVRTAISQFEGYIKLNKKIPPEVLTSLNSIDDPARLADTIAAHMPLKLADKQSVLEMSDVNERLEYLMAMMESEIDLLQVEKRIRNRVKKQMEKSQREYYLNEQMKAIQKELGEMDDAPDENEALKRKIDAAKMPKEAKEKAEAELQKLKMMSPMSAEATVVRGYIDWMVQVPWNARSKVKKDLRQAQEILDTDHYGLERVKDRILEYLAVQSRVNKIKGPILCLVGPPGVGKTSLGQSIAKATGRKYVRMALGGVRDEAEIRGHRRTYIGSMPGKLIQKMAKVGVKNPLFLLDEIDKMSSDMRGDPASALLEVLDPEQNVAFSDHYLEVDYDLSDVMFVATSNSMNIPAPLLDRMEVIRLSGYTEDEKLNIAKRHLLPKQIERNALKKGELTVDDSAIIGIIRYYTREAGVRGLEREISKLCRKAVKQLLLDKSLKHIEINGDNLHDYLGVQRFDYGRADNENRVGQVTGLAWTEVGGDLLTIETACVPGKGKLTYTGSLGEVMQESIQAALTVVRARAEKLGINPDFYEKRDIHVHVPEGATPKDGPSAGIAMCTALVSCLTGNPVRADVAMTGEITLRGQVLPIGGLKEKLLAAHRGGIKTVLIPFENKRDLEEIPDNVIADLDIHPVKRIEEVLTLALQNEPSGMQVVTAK
# Rin1 Abl inh – inhibitors of Rin1-Abl protein binding, primary screen, biochemical, TR-FRET; Tyrosine-protein kinase ABL1 (Homo sapiens) + Ras and Rab interactor 1 (Homo sapiens), …; inhibition, % at 7.35 µM; 0.4% of 360,000 active; AID 588664, 2011; in the data active = inhibition above about 5%, passing the limit was not always enough
# NRP1-CendR mod – modulators of CendR peptide binding to NRP-1, primary screen, biochemical, fluorescence polarization, uHTS | 0.85% of 360,000 active | FAM-RPARPAR peptide binding to NRP-1 | inhibition, % at 25 µM | Neuropilin-1 (Homo sapiens), O14786;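 active = inhibition or corrected inhibition above about 18%, plus a signal ratio from 0.5 to 1.5, limit read from the data, passing the limit was not always enough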; also: strong numbers were not always called active
# MT1-MMP act inh – blockers of MT1-MMP proenzyme processing, primary screen, HT1080 RFP-PRO-GFP cells, GFP/RFP fluorescence; Matrix metalloproteinase-14 (Homo sapiens), P50281; GFP/RFP ratio fluorescence, overnight; percent of plate control window, DMSO zero; GFP/RFP ratio change, % at 20 µM; 0.061% of 360,000 active;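 active = GFP/RFP ratio change of at least 30% with cell ATP level not reduced by more than half and red fluorescence within 50% of control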; also: strong numbers were not always called active
#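 Material: RFP-PRO-GFP reporter HT1080 cells. Dosing: single-point 20 µM compound, 1% DMSO. Controls: DMSO and RFP-L50D-GFP cell wells. Timing: cells overnight before dosing, compound overnight, 37 °C, 5% CO2. Measure: GFP/RFP fluorescence ratio.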
# SKN-1 inh – suppressors of acrylamide-induced Pgst-4::GFP reporter in worms, primary screen, SKN-1 inhibitor project, whole organism, uHTS, GFP/RFP fluorescence ratio, strain VP596; C. elegans VP596 Pgst-4::GFP/RFP ratio, 24 h; inhibition, % at 21.8 µM; 0.49% of 360,000 active; AID 624304, 2012;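 active = interference check ratio from 0.5 to 1.5 plus GFP to RFP signal ratio inhibition reaching or exceeding a fixed threshold, cut at about 30% in these data, passing the limit was not always enough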; also: some compounds called inactive have numbers as strong as hits
# FAS-TE inh – FAS thioesterase domain inhibitors, primary screen, biochemical, fluorescence intensity, uHTS; Fatty acid synthase (Homo sapiens), P49327; recombinant FAS-TE, OMFH fluorogenic substrate, fluorescence endpoint; inhibition, % at 15 µM; 0.67% of 360,000 active;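 active = compounds whose normalised, plate-corrected inhibition of enzyme fluorescence in the single-dose primary screen is 50% or more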;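 also: 0% = DMSO with enzyme and 100% = substrate without enzyme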
# bovine MsrA act – bovine MsrA enzyme activators, primary screen, biochemical, absorbance, HTS. Methionine sulfoxide reductase A (Bos taurus). activation, % at 10.6 µM. 0.3% of 360,000 active. purified bovine MsrA, absorbance read-out; in the data active = activation above about 7.5%;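 also: 0% = vehicle and 100% = reference activator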
# PABP1 MLLE inh – inhibitors of PABP1 MLLE–PAM2 peptide binding, primary screen, biochemical, fluorescence polarization, FITC-PAM2, GST-MLLE. Polyadenylate-binding protein 1 (Homo sapiens), P11940. inhibition, % at 20 µM. 0.36% of 360,000 active; in the data active = inhibition above about 35%, passing the limit was not always enough;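 also: plate controls were DMSO wells with GST-MLLE for no effect and wells lacking GST-MLLE protein for full effect; some results filed as inactive read as strong as hits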
# Neddylation inh – inhibitors of cullin neddylation, primary screen, biochemical, TR-FRET, uHTS, NAE and Ubc12 | NEDD8-conjugating enzyme Ubc12 (Homo sapiens) + NEDD8-activating enzyme E1 regulatory … | calls only at 25 µM | 0.58% of 360,000 active | AID 651699, 2012; in the data active = inhibition above about 36%
# * hit, by the source's call; i = inactive; nt = no result given.
cpd	SMILES	eLon inh	Rin1 Abl inh	NRP1-CendR mod	MT1-MMP act inh	SKN-1 inh	FAS-TE inh	bovine MsrA act	PABP1 MLLE inh	Neddylation inh
1	Cc1cccc[n+]1CC(=O)/C=C1\N(C)c2ccccc2C1(C)C	-8	-3	-28	41*	51	-11	-4	-17	i
2	O=C(Nc1nc(-c2cc(F)ccc2F)cs1)C1=NN(c2ccccc2)C(=O)CC1	-10	1	-8	-2	13	13	-6	-2	i
3	COc1ccc2c(CN(Cc3ccccc3)Cc3ccccc3)cc(=O)oc2c1	3	-2	4	4	8	18	-4	-1	i
4	CC(=O)c1c(C)[nH]c(C(=O)COC(=O)c2c(-c3ccccc3)noc2C)c1C	-6	4	2	-18	-9	18	-1	-2	i
5	COc1ccc(NC(=O)CCC(=O)Nc2ccc3nc(N4CCOCC4)cc(C)c3c2)c(OC)c1	0	0	2	1	7	3	5	2	i
6	Cc1cc(Cl)ccc1OC(C)C(=O)NN=C1CCCCCC1 (configuration not stated)	21*	3	11	6	-13	-1	-13	-6	i
7	O=C(/C=C/c1ccccc1)NC(N1CCOCC1)C(Cl)(Cl)Cl (configuration not stated)	2	1	6	2	-1	10	-2	9	i
8	C/C(=N\NC(=O)c1ccoc1C)c1ccccc1	-1	2	14	-3	13	0	-1	-3	i
9	COc1cc(=O)oc(CCC(C)O)c1C (configuration not stated)	-1	-1	4	6	1	-10	-1	9	i
10	C=CCNc1nc(N)c([N+](=O)[O-])c(Nc2cccc(Cl)c2)n1	4	2	3	-2	-3	-5	-5	-6	i
11	O=C(Cc1ccccc1)Nc1ccc2oc(-c3cccnc3)nc2c1	-5	1	4	-4	-12	-7	-8	-12	nt
12	Cc1ccc(S(=O)(=O)N(C)C)cc1NC(=O)c1ccc2ccccc2n1	-9	1	-2	0	7	20	-4	8	i
13	CCCc1nnc2n1N=C(c1ccc(C)cc1)CS2	-7	-4	16	6	21	-4	-4	-2	i
14	O=C(O)C1CCCCC1C(=O)NCCCCc1ccccc1 (configuration not stated)	-4	2	13	1	-10	-4	-7	-1	i
15	O=C(Nc1ccc(Cl)cc1)N1CCCN(c2ccc(C(F)(F)F)cc2[N+](=O)[O-])CC1	20	-2	12	16	3	54*	-9	-6	i
16	CCSc1nc2ccccc2n1CC(=O)OC	-4	-2	3	4	-7	-8	-12	-3	i
17	CC(=O)N1CCOCCOCCN(C(C)=O)CCOCC1	6	0	-4	0	1	-5	-4	-6	i
18	CCOC(=O)N1CCN(c2ccnc3cc(Cl)ccc23)CC1	-15	-2	1	-1	6	3	1	-17	i
19	Cc1cc(Cl)ccc1OCC(=O)OCC(=O)Nc1cccnc1Cl	-4	0	4	1	5	-5	-1	-10	i
20	CCOC(=O)Cc1csc(NS(C)(=O)=O)n1	-5	1	13	nt	3	-11	-14	-3	i

# Copied from above, compounds 1 to 14
cpd	SMILES	eLon inh	Rin1 Abl inh	NRP1-CendR mod	MT1-MMP act inh	SKN-1 inh	FAS-TE inh	bovine MsrA act	PABP1 MLLE inh	Neddylation inh
1	Cc1cccc[n+]1CC(=O)/C=C1\N(C)c2ccccc2C1(C)C	-8	-3	-28	41*	51	-11	-4	-17	i
2	O=C(Nc1nc(-c2cc(F)ccc2F)cs1)C1=NN(c2ccccc2)C(=O)CC1	-10	1	-8	-2	13	13	-6	-2	i
3	COc1ccc2c(CN(Cc3ccccc3)Cc3ccccc3)cc(=O)oc2c1	3	-2	4	4	8	18	-4	-1	i
4	CC(=O)c1c(C)[nH]c(C(=O)COC(=O)c2c(-c3ccccc3)noc2C)c1C	-6	4	2	-18	-9	18	-1	-2	i
5	COc1ccc(NC(=O)CCC(=O)Nc2ccc3nc(N4CCOCC4)cc(C)c3c2)c(OC)c1	0	0	2	1	7	3	5	2	i
6	Cc1cc(Cl)ccc1OC(C)C(=O)NN=C1CCCCCC1 (configuration not stated)	21*	3	11	6	-13	-1	-13	-6	i
7	O=C(/C=C/c1ccccc1)NC(N1CCOCC1)C(Cl)(Cl)Cl (configuration not stated)	2	1	6	2	-1	10	-2	9	i
8	C/C(=N\NC(=O)c1ccoc1C)c1ccccc1	-1	2	14	-3	13	0	-1	-3	i
9	COc1cc(=O)oc(CCC(C)O)c1C (configuration not stated)	-1	-1	4	6	1	-10	-1	9	i
10	C=CCNc1nc(N)c([N+](=O)[O-])c(Nc2cccc(Cl)c2)n1	4	2	3	-2	-3	-5	-5	-6	i
11	O=C(Cc1ccccc1)Nc1ccc2oc(-c3cccnc3)nc2c1	-5	1	4	-4	-12	-7	-8	-12	nt
12	Cc1ccc(S(=O)(=O)N(C)C)cc1NC(=O)c1ccc2ccccc2n1	-9	1	-2	0	7	20	-4	8	i
13	CCCc1nnc2n1N=C(c1ccc(C)cc1)CS2	-7	-4	16	6	21	-4	-4	-2	i
14	O=C(O)C1CCCCC1C(=O)NCCCCc1ccccc1 (configuration not stated)	-4	2	13	1	-10	-4	-7	-1	i

# Additional structures follow:
cpd	SMILES	eLon inh	Rin1 Abl inh	NRP1-CendR mod	MT1-MMP act inh	SKN-1 inh	FAS-TE inh	bovine MsrA act	PABP1 MLLE inh	Neddylation inh
21	CC(C)c1ccc(-n2nc3ccc(N)cc3n2)cc1	-5	0	-24	-11	-4	10	-9	-7	nt
22	O=C(c1cccc(F)c1)N1CCN(c2ccc([N+](=O)[O-])c3cccnc23)CC1	7	-8	-13	4	8	19	-5	-13	i
23	CCCC(=O)N=c1sc2cccc(F)c2n1C	-1	1	-2	0	-1	-2	-2	-8	i
24	Cc1nc2ccccc2c2oc(C(=O)N3CCN(C4CCCCC4)CC3)cc12	9	-2	-12	nt	1	-4	0	-5	i
25	CN(C(=O)COC(=O)C(Cc1ccccc1)NC(=O)c1ccccc1)c1ccccc1 (configuration not stated)	0	-1	4	0	-5	2	-2	2	i
26	COc1ccc(O)c(C(=O)CC(=O)c2cccnc2)c1	-15	-2	2	1	-6	1	-1	-1	nt
27	CC1(C)Cc2[nH]c3ccccc3c2C(C)(C)N1	8	1	5	0	5	-2	0	6	i
28	CCCCn1c(-c2cc(Cl)ccc2OC)n[nH]c1=S	7	-1	8	6	24	-1	-9	-8	i
29	CCc1nc(N2CCN(C(C)=O)CC2)c2c3c(sc2n1)CCCC3	1	-1	-4	1	6	3	-2	0	i
30	COc1ccc(C2=Nc3ccccc3N(C(=O)c3cccnc3)C2C(=O)NC2CCCC2)cc1 (configuration not stated)	nt	nt	-7	1	0	nt	nt	nt	i
31	Cc1ccc(S(=O)(=O)NCC(=O)N(CC(=O)NCc2ccccc2)CC2CCCO2)cc1 (configuration not stated)	-4	1	-7	-2	-15	-4	-10	-1	i
32	O=c1c2sccc2n(Cc2ccc(F)cc2)c(=O)n1-c1ccc(F)cc1	-7	-1	-4	-1	-2	7	-2	5	i
33	CCOC(=O)c1c(C)oc2ccc(OCC(N)=O)cc12	-1	0	5	3	14	-8	-2	-8	i
34	C[C@H](CO)N1C[C@H](C)[C@@H](CN(C)S(C)(=O)=O)OCc2cnnn2CCCC1=O	-4	-2	-14	4	-2	-9	-1	2	i
35	CC(C)CN(Cc1c(O)ccc2c(=O)c(-c3ccccc3)coc12)CC(C)C	5	0	-14	-32	-1	-2	-2	3	nt
36	O=C(CSc1nnc(Cn2c(=O)sc3ccccc32)n1-c1ccccc1)N1CCCCCC1	9	3	1	1	-6	-9	-2	1	i
37	CCCS(=O)(=O)c1c(S(=O)(=O)CCC)c2c(N)cccn2c1C(=O)OC	4	4	-15	-27	8	-2	-13	6	i
38	Oc1ccc(-c2nc(=S)[nH][nH]2)cc1	-4	-1	17	3	1	-7	1	23	i
39	O=c1c([N+](=O)[O-])c(N2CCCC2)c2ccccc2n1-c1ccccc1	-8	-5	-8	-1	8	-4	-1	5	i
40	COc1ccc(Cc2nnc(SCC(=O)NCc3ccco3)o2)cc1	9	0	-5	2	-3	-7	-4	-11	i
41	CCOc1ccc(C(=O)C[n+]2ccc(C(=O)NCCO)cc2)cc1	11	-1	1	-4	25	0	0	-8	i
42	O=C(CCS(=O)(=O)c1ccc(F)cc1)Nc1nnc(-c2cccs2)o1	-23	2	11	-6	-10	-4	-5	10	i
43	O=C(NC1CCCC1)c1cc2cc(Br)ccc2o1	10	0	9	-3	31	6	-2	-8	i
44	CCOC(=O)CSc1nc2cc(S(=O)(=O)Nc3ccccc3OC)ccc2o1	3	-2	0	4	5	7	0	-16	i
45	CC(=O)c1ccc(N2CCN(C(C)C(=O)NC3CCCc4ccccc43)CC2)cc1 (configuration not stated)	12	-2	10	-9	-12	4	-9	-2	i
46	CCCOC(=O)CSC1=C(C#N)C(c2ccc3c(c2)OCO3)CC(=O)N1 (configuration not stated)	0	-3	3	-4	-4	-3	-3	2	i
47	O=C(NCc1ccccc1)c1ccc2c(c1)S(=O)(=O)c1cc(Cl)ccc1C2=O	-14	6	5	-1	-31	21	0	11	i
48	COc1ccc(NC(=O)CC2CCCC2)cc1OC	-1	1	3	-1	-10	-7	-2	15	i
49	O=C(NC1CCCCCCC1)c1ccc(S(=O)(=O)N2CCCC2)cc1	2	-2	4	5	12	-4	-4	-11	i
50	CC(=O)c1c(C)[nH]c(C(=O)Nc2ccc(C)c(S(=O)(=O)N(C)C)c2)c1C	2	-6	-5	12	-3	0	-2	3	i
51	C=CCC(C)(NCc1ccccc1)c1ccc(C)cc1 (configuration not stated)	6	-2	7	-1	-5	0	-1	9	i
52	Cc1ccc(C(=O)O)cc1NC(=O)CCc1ccccc1	-1	-1	1	1	4	-7	-2	1	i
53	COc1ccc(OC)c(NC(=O)CSc2nnc(-c3cnccn3)n2C)c1	-7	-3	-4	-3	-8	-6	-5	-9	i
54	CN(CC(=O)Nc1ccc(Cl)c(C(F)(F)F)c1)C(=O)c1ccc2c(c1)NC(=O)CS2	2	3	-8	8	-11	16	-13	-12	i
55	Cc1ccc(NC(=S)N(CCCN2CCOCC2)Cc2ccccn2)cc1	0	3	4	-1	6	-11	-4	30	i
56	CC(C)(C)NC(=O)COc1ccc(CNCc2cccs2)cc1	-3	2	-9	-11	14	-6	-2	-1	i
57	COc1cc(NC(=O)C2CC(c3ccccc3O)=NO2)cc(OC)c1OC (configuration not stated)	4	0	-5	7	9	-3	0	6	i
58	O=S(=O)(Nc1ccccc1)N1CCCCC1	7	0	20	2	3	-4	-4	3	i
59	COCCN(C(=O)CCC(=O)Nc1nccs1)C(C(=O)NC(C)(C)C)c1ccc(C)cc1 (configuration not stated)	-3	2	2	1	-4	-3	-2	0	i
60	Cn1cnnc1SCc1ccc(C(=O)N=Nc2c(O)n(Cc3ccc(Cl)cc3)c3ccccc23)cc1	6	-6	10	9	9	18	-7	-81	i
61	COc1cc(OC)cc(C(=O)Nc2cccc(NC(=O)c3cc(OC)cc(OC)c3)n2)c1	10	3	0	0	-4	1	-3	1	i
